12-LOX inh – inhibitors of human 12S-lipoxygenase ALOX12; 580,000 compounds, 1.1% hits; Potency, µM (highest dose often 108 µM), without a hit: at the highest dose activity change, negative = inhibition, usual class: inhibitors; purified 12hLO, xylenol orange hydroperoxide absorbance; active = well fitted inhibition curve with a large enough effect; inconclusive = small, poorly fitted or top-dose-only effect, or another doubt; inactive = no such curve, though single readings can be large or run the other way
Target sequence (P18054 whole entry, looked up): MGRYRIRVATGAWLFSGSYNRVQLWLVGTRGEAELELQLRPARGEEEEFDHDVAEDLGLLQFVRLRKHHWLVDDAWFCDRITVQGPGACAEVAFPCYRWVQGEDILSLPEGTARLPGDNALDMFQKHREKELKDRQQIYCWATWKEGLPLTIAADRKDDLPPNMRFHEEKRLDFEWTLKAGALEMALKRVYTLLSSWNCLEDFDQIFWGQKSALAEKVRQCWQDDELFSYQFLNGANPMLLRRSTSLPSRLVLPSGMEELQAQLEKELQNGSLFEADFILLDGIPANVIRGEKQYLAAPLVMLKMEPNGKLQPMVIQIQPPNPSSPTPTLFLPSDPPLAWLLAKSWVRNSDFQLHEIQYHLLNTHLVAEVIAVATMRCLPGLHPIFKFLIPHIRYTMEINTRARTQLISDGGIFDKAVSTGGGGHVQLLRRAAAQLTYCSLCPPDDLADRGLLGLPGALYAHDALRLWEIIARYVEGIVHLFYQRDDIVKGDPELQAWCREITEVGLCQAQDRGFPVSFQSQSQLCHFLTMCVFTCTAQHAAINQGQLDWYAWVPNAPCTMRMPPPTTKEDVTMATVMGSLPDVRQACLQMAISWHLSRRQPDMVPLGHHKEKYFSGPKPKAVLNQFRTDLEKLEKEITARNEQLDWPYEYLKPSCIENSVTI
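Hydroperoxide product was detected by ferrous iron/xylenol orange as the 573 to 405 nm absorbance ratio. Arachidonic acid at 40 uM (final) was turned over for 30 min at room temperature by 150 nM human 12hLO, pH 7.0 Hepes buffer, after 15 min compound preincubation.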
An asterisk follows results filed as active; ? = inconclusive; [ ] = another dose, or the depositor's remark. % is set by controls: 0 for no effect and ±100 for the full control effect; potency is the fitted concentration of half-maximal effect. An excerpt, so the mix of outcomes need not match the whole.

#	molecule	12-LOX inh
1	Cc1cc(=O)n(CC(=O)Nc2cc(Cl)ccc2C)c(N2CCc3ccccc3C2)n1	?
2	COc1ccc(-c2noc([C@@H]3CCCN3C(=O)c3ccccc3Cl)n2)cc1	71.4%[activator]
3	O=C1NCCCCCCN(C(=O)C2CCC2)[C@H]2C[C@H](c3nc(-c4cccnc4)no3)C[C@@H]12	24.0%
4	Cc1ccc(N2C(=S)N[C@H]3[C@@H](O)[C@H](O)C[C@@H](C(=O)N4CCCCC4)[C@H]32)cc1	31.5%[176 µM]
5	Cc1ccccc1C(=O)N[C@H](C(=O)N1CCC[C@H]1C(=O)NCc1ccccc1)C(C)C	10.2%
6	COc1ccc(C(=O)N[C@@H]2CCC[C@@H]2C(=O)N(C)CCc2ccccn2)cn1	23.0%
7	CC(=O)N1C[C@H](NC(=O)c2cc(=O)[nH]c3cc(F)ccc23)[C@@H](C2CC2)C1	19.0%
8	O=C1NCc2ccccc2CC12CCCN(Cc1ccccc1)C2 (stereo unspecified)	5.1%[6.33 µM]
9	CCc1nncn1C1CCN(S(=O)(=O)c2cc(F)ccc2C)CC1	29.9%
10	CN1C(=O)c2cccn2CC1CNC(=O)Cc1c[nH]c2ccccc12 (stereo unspecified)	30.5%[activator]
11	O=C(C1CC1)N1CC(F)(F)C[C@H]1c1nc(-c2ncccn2)no1	6.5%
12	CN(C)c1nccnc1OC1CCN(C(=O)c2ccn[nH]2)C1 (stereo unspecified)	34.1%
13	FC(F)(F)c1cccc(Nc2ncc(-c3cccnc3)c3c2OCC3)c1	51.3%[176 µM]
14	Cc1ccccc1C(=O)N1C(C(=O)NC2CC2)COC12CCN(C(=O)c1cccc(Cl)c1)CC2 (stereo unspecified)	31.4%
15	COc1ccc(CNc2ncnc3c2CN(c2ccccc2C)C(=O)CN3C)cc1	?
16	Cc1ccc2c(C(=O)N3CCN(c4ccccc4)CC3)cc(NC(=O)C(C)C)cc2n1	9.4%
17	Cc1noc(C)c1[S+](=O)([O-])N1CC2(C1)C(=O)Nc1ccccc12	1.9%[6.33 µM]
18	COCCN(CCOC)CC[C@@H]1CC[C@H](O)[C@@H](C(=O)Nc2ccccc2)O1	10.6%[176 µM]
19	Cc1ccc(N2CC(c3noc(-c4cc(F)cc(F)c4)n3)CC2=O)cc1 (stereo unspecified)	8.4%
20	O=C(c1ccccc1F)N1CCN(c2cc(-c3ccc(F)cc3)[nH]n2)CC1	20.1%
21	COC1CCN(S(=O)(=O)N2C[C@H](c3ccc(C)o3)[C@@H](N)C2)CC1	106.7%[activator]
22	Cc1cc(Nc2ncncc2-c2nc(-c3ccccc3)no2)ccc1Cl	3.4%
23	COc1ccc(C(=O)NC(C(=O)NC(C)C(C)C)C2CCN(C(=O)CC(C)(C)C)CC2)cc1 (stereo unspecified)	42.5%
24	O=C(c1cc(=O)[nH]c(=O)[nH]1)N1CCC2(CC1)OCCCC2O (stereo unspecified)	?
25	COc1ccccc1CNC(=O)C1CCN(C(=O)N2CC3CC(C2)[C@H]2CCCC(=O)N2C3)CC1 (stereo partly specified)	41.3%[activator]
26	COC(=O)C(/C=C/c1ccccc1)(c1cn(C)c2ccccc12)C(Nc1ccccc1)c1ccccc1 (stereo unspecified)	?
27	COC(=O)C1=C(C)N(Cc2ccc(C(F)(F)F)cc2)C(=NCc2ccccc2C(F)(F)F)NC1c1ccc(C(F)(F)F)cc1 (stereo unspecified)	?
28	CN(C(=O)[C@@H]1C[C@@H](c2ccc(F)cc2)N([S+](=O)([O-])c2ccccc2)C1)c1ccccc1	?
29	O=C(CC1COCCN1C(=O)c1ccc2nccnc2c1)N1CCCC1 (stereo unspecified)	15.6%
30	O=C(c1cccc(F)c1)N1CCCC(CN2CCOCC2)CC1 (stereo unspecified)	8.7%
31	COc1ccc(CN2Cc3[nH]nc(-c4ccccc4Oc4ccccc4)c3CC2=O)cc1	3.8%[176 µM]
32	CC(C)CCN1C(=O)CC[C@]2(C(=O)N(C)CCc3ccccn3)CCCC[C@@H]12	46.3%[activator]
33	COCCC(=O)N1C[C@@H](COC)[C@H](c2nc(C)no2)C1	9.1%
34	COC(=O)c1cccc2nc([C@H]3CCN(Cc4ccccc4)C3)oc12	22.1%[176 µM]
35	C#CCNC(=O)c1onc(-c2ccc(Cl)cc2)c1[C@H](C)O	-20.3%[176 µM]
36	COCCOc1ncccc1-c1noc([C@@H]2CCCN2Cc2cccc(C#N)c2)n1	65.5%[activator][176 µM]
37	COc1ccc(NC(=O)C2CCN(C(=O)c3ncn4c3COC(c3ccc(F)cc3)C4)CC2)cc1F (stereo unspecified)	-7.8%
38	CC(C)N1C[C@H](O)C[C@H]1c1nnc2n1CCN(C(=O)Cc1cccc(F)c1)CC2	21.0%
39	CCCOCCCNC(=O)c1c(C)noc1-c1ccc2c(c1)OCO2	33.3%
40	C[C@@H]1CN([C@@H](C)CO)C(=O)CCCn2cc(nn2)CO[C@H]1CN(C)C(=O)Nc1ccc(C(C)(C)C)cc1	8.3%
41	COCCN1C(=O)c2ccccc2C(C(=O)Nc2ccc3c(c2)OCCO3)C12CCCC2 (stereo unspecified)	41.0%
42	Cc1cnn(CCC(=O)NC2CCN(c3ccc(=O)n(C)n3)CC2)c1	8.1%
43	C[C@H]1[C@@H]2[C@@H](O)[C@H]([C@H](C)C(=O)N3CCCC3)CC[C@@]2(C)CC[C@@H]1NC(=O)c1cccc(F)c1	16.3%
44	O=C1CC2(CCN(C(=O)c3ccccc3)CC2)Oc2ccccc21	40.9%[176 µM]
45	Cc1[nH]ncc1CNC(=O)[C@H]1CN(Cc2ccccc2)C[C@H]1C(=O)O	8.1%
46	CN(C)[C@@H]1CN(C(=O)c2cc(Cl)ccc2F)C[C@H]1CO	15.6%
47	Cc1nc(CNc2ncc(S(C)(=O)=O)c(C3CCCNC3)n2)sc1C (stereo unspecified)	52.7%[activator]
48	O=C(NCc1cccnc1)C1CCC(=O)N1C1CCN(C(=O)c2ccc(F)cc2)CC1 (stereo unspecified)	26.2%
49	Cc1ccc(-n2nc3n(c2=O)CCN(C(=O)Cc2cccc(Cl)c2)C3)cc1	5.1%
50	COC[C@@H]1CN(Cc2cccc(OC)n2)C[C@H]1C(=O)N(C)C	59.6%[activator]
51	CN1CCC(N[C@@H]2CO[C@H](CNC(=O)C3CCCC3)[C@H]2O)CC1	2.5%[176 µM]
52	CC(=O)O[C@H]1C=C[C@@H](C#Cc2ccc(C(C)(C)C)cc2)O[C@@H]1COC(=O)Nc1ccccc1	?
53	CC(C)CCNC(=O)c1cnc2n1CCN(Cc1c[nH]c3ccccc13)CC2	29.7%[176 µM]
54	COCc1nnc2n1CCC(NC(=O)CCn1cccn1)CC2 (stereo unspecified)	54.2%[activator]
55	CCOc1ccccc1NC(=O)CN1C=C(C(=O)OC)C(C)=NS1(=O)=O	1.4%
56	CCC(=O)N1CCC(c2noc(-c3ccccc3)n2)C1 (stereo unspecified)	-0.4%
57	CN(C)c1ccc(C(=O)NC2CCN(c3cc(-c4ccccc4)[nH]n3)C2)cc1 (stereo unspecified)	54.4%[activator]
58	C1CNC(c2nc(CCOCC3CCOCC3)no2)C1 (stereo unspecified)	4.7%
59	CC(Cc1cnccn1)NC(=O)c1csc2nc(-c3cccc(C(F)(F)F)c3)cn12 (stereo unspecified)	40.1%[activator]
60	COc1ccc(-c2nc(C)nc3c2CCN(C(=O)c2ccccc2F)CC3)cc1	5.3%

Gathered by group: those above with a tert-butyl group.
#	molecule	12-LOX inh
23	COc1ccc(C(=O)NC(C(=O)NC(C)C(C)C)C2CCN(C(=O)CC(C)(C)C)CC2)cc1 (stereo unspecified)	42.5%
40	C[C@@H]1CN([C@@H](C)CO)C(=O)CCCn2cc(nn2)CO[C@H]1CN(C)C(=O)Nc1ccc(C(C)(C)C)cc1	8.3%
52	CC(=O)O[C@H]1C=C[C@@H](C#Cc2ccc(C(C)(C)C)cc2)O[C@@H]1COC(=O)Nc1ccccc1	?

Later entries.
#	molecule	12-LOX inh
61	O=C1[C@@H]2C[C@@H](CN2Cc2ccnc3ccccc23)Oc2ccccc2N1CC1CC1	10.3%[176 µM]
62	O=C(NC1CCN(c2nc3ncccc3o2)CC1)c1ccc(F)cc1	-4.3%[176 µM]
63	O=S(=O)(N[C@H]1CO[C@H]2[C@@H]1OC[C@@H]2n1cc(-c2ccccn2)nn1)c1cccs1	63.1µM*
64	COCCn1c(C)cnc1CC1CCN(C(=O)CCC2CCCC2)CC1	51.3%[activator]
65	O=C(c1cc(F)cc(F)c1)N1C[C@@H](CO)[C@H](c2ccccn2)C1	15.8%
66	CCn1cc(CN2CCC3(CC2)CC(c2ccccc2)CN3C)cn1 (stereo unspecified)	34.4%[activator]
67	COc1ccc(NC(=O)N(C)C[C@@H]2OCc3cnnn3CCCC(=O)N([C@H](C)CO)C[C@H]2C)c(OC)c1	0.8%
68	CC(COc1cccc([N+](=O)[O-])c1)CN1CCC(C(O)(c2ccccc2)c2ccccc2)CC1 (stereo unspecified)	-4.3%
69	CC#CCn1cc2c3c(cccc31)[C@H](CC(C)C)N[C@H](C(=O)NCCNC(C)=O)C2	109.7%[activator][176 µM]
70	COCCn1ncc(N2CCC(NC(=O)C3CCC3)CC2)cc1=O	70.2%[activator]
71	CN(C)CCOCC1(C)COc2ccc(C(=O)Nc3ccc4[nH]ccc4c3)cc2N1 (stereo unspecified)	?
72	CC(C)CCN1CCC(C2CCN(C(=O)c3ccncc3)CC2)C1 (stereo unspecified)	54.8%[activator]
73	COc1ccc(Cl)cc1-c1ccc2c(c1)C(=O)N1CC[C@H](NC(=O)NC(C)C)[C@H]1C(=O)N2	3.2%
74	CC(=O)N1CC2(Cc3ccccc3N([S+](C)(=O)[O-])C2)C1	-7.0%[176 µM]
75	CCC1CN(c2ccc(-c3nc(-c4ccc(OC)cc4)no3)cn2)CCN1C (stereo unspecified)	5.8%
76	COc1ccc(C2(C(=O)N3CC(CO)C4(CCNCC4)C3)CCCCC2)cc1 (stereo unspecified)	31.6µM*
77	Cc1ccc(NC(=O)N2CCCC(Cn3c(C)nc4cccnc43)C2)cc1F (stereo unspecified)	-3.2%
78	CCC1Oc2ccc(NC(=O)c3ccccc3Cl)cc2CN(Cc2ccccc2F)C1=O (stereo unspecified)	?
79	COc1cccc(C(=O)N(C)Cc2cccc(C(F)(F)F)c2)c1	24.5%[176 µM]
80	O=C(Cc1cccc(Cl)c1)N1C[C@@H](CO)[C@H](c2ccccn2)C1	26.0%
81	CS(=O)(=O)c1ccc(OCC2(CNC(=O)c3cnccn3)C[C@@H](O)[C@@H](O)C2)cc1 (stereo partly specified)	98.1%[activator]
82	FC(F)(F)c1cccc(Nc2cnc3ccc(N4CCOCC4)nn23)c1	9.4%[176 µM]
83	Cc1n[nH]c(C)c1CNC(=O)C1CCN(c2cn[nH]c(=O)c2)C1 (stereo unspecified)	29.7%
84	O=C(c1ccc(F)c(F)c1)N1C[C@@H](CO)[C@H](c2ccncc2)C1	12.1%
85	CN1CCN([C@H]2CCN(S(=O)(=O)c3cn(C)cn3)C[C@H]2CCC(=O)O)CC1	77.7%[activator]
86	O=c1cc(N2CCOCC2)oc2c(-c3ccc(F)cc3)nccc12	?
87	O=C1c2cnc(-c3ccsc3)nc2OCCN1CC1CC1	0.3%[176 µM]
88	Cc1ncccc1C(=O)N1CCC2(CC1)CC(N(Cc1ccc(F)cc1)C1CC1)CCO2 (stereo unspecified)	?
89	COc1ccccc1Cn1c(-c2ccc(F)cc2)nc(C)c(CCO)c1=O	?
90	CC(C)(C)c1cnc([C@@H]2COCCN2Cc2ccc(C(=O)O)cc2)[nH]1	?

Molecules listed so far with two or more sulfur atoms:
#	molecule	12-LOX inh
47	Cc1nc(CNc2ncc(S(C)(=O)=O)c(C3CCCNC3)n2)sc1C (stereo unspecified)	52.7%[activator]
63	O=S(=O)(N[C@H]1CO[C@H]2[C@@H]1OC[C@@H]2n1cc(-c2ccccn2)nn1)c1cccs1	63.1µM*

(cont.)
#	molecule	12-LOX inh
91	Cc1noc2c(NCCc3ccccn3)cc(-c3ccccn3)nc12	103.0%[activator][176 µM]
92	Cn1cc(CN2C[C@H](C(=O)Nc3ccccc3)C[C@H]2c2cccc(C(F)(F)F)c2)cn1	12.5%[176 µM]
93	COCC1(c2nc(-c3ccc(C(N)=O)cc3)nn2-c2ccc(OC)cc2)CC1	13.7%
94	CN(C)Cc1nnc(C2CC(NC(=O)c3ccccc3-c3ncn[nH]3)C2)n1C (stereo unspecified)	-21.5%
95	Cc1nn2c(c1-c1ccccc1OCc1ccccc1)N(C(=O)C1CCC1)CCC2	-3.3%[176 µM]
96	O=S(=O)(c1cccnc1)N1CCCC(Cn2c(C3CC3)nc3cccnc32)C1 (stereo unspecified)	20.7%
97	CC(=O)c1ccc(NC(=O)N[C@H]2CCN3C(=O)[C@@H](Cc4ccccc4)NC(=O)[C@H]23)cc1	-17.9%[176 µM]
98	O=C(NCc1cccc(Cl)c1)O[C@H]1CC[C@@]23CCCN2C(=O)CCC[C@H]3[C@H]1Cc1ccccc1	-10.9%
99	Cc1nc2c(c(-c3ccc(O)cc3)n1)CN(C(=O)c1ccccc1)CC2	12.0%[176 µM]
100	O=C1CO[C@H]2CN(Cc3ccccc3)C[C@H]2N1Cc1cccc(C(F)(F)F)c1	29.6%[176 µM]
101	COc1cc(C(=O)NC2CCCN(c3cc(-c4ccc(F)cc4)[nH]n3)C2)cc(OC)c1OC (stereo unspecified)	52.8%[activator]
102	O=C(NCCCc1ccncc1)C1CC12CCN(C(=O)c1cccc(C(F)(F)F)c1)CC2 (stereo unspecified)	45.1%[activator]
103	CCc1nc(-c2c3n(c(=O)n(CC(=O)Nc4cc(C)on4)c2=O)CCCC3)no1	-5.1%
104	COc1cc(=O)n2c(c1C(=O)Nc1ccc(Cl)cc1C)CCCC2	8.9%
105	O=C1COc2ccc(-c3ccc(F)c(Cl)c3)nc2CN1Cc1nc2ccccc2s1	?
106	CCCc1ncncc1C(=O)N1C[C@@H](C)[C@](O)(C2CC2)C1	39.3%
107	Cc1noc2c(-c3cn[nH]c3)cc(-c3ccc(F)cc3)nc12	74.2%[activator][176 µM]

Compound activity (PubChem)
